esBAF inh: Bmi1 luciferase reporter increase in mESCs, primary screen, esBAF inhibitor project, mouse ES cells, Bmi1 luciferase knock-in, single point; 24 h; 100% = twice the neutral-well signal; reporter increase, % at 12.5 µM; hit rate 2% among 350,000; AID 602393, 2012; in the data active = activation above about 40%;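 note: 0% = median of the plate's neutral control wells and 100% = double that signal; a rise in the Bmi1 reporter signal indicates esBAF inhibition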
S100A4 inh HTS: inhibitors of S100A4-myosin IIA peptide binding, primary screen, biochemical, fluorescence polarization, TAMRA-MyoIIA peptide | inhibition, % at 10.7 µM | AID 652163, 2013 | hit rate 0.14% among 360,000;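 active = mean inhibition of at least 70% across replicates, with every replicate also reaching that level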
Target sequence (P26447 whole entry, looked up): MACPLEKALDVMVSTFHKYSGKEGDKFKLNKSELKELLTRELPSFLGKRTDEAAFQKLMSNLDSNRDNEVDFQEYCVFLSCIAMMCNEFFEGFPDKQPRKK
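Material: human S100A4 monomer with TAMRA-labelled myosin IIA peptide; buffer or medium: HEPES pH 7.2 with CaCl2, KCl, NaCl, DTT, Triton; compound dosing: one concentration per compound; schedule: 5 min incubation before reading; benchmarks: neutral control DMSO, positive control TFP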
FN deposition inh: inhibitors of fibronectin matrix deposition, primary screen, AH1F cells, Alexa488-fibronectin fluorescence, plate reader | AH1F fibroblasts, overnight | inhibition, % at 12.6 µM | hit rate 0.086% among 350,000;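 active = mean inhibition across replicates of 30% or more, regardless of how many single replicates reach that level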;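 note: positive control wells lacked labelled fibronectin entirely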
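Material: AH1F fibroblast monolayer depositing Alexa488-labelled fibronectin into matrix / Amount: 10000 AH1F cells per well / Signal: fluorescence 485/525 nm / Medium: DMEM, 2% serum / Compound: single dose, pinned / Incubation: 1 h cell adhesion before compound, then overnight fibronectin incubation / Reagent: Alexa488-FN, 24 nM final / Read-out: inhibition of fibronectin deposition signal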
SIRT5 block: SIRT5 desuccinylase inhibitors, primary screen, biochemical, fluorescence imaging, single point, set 5; NAD-dependent protein deacylase sirtuin-5, mitochondrial (Homo sapiens), Q9NXA8; Purified SirT5, succinyl-peptide AMC, trypsin-coupled fluorescence; inhibition, % at 15 µM; hit rate 1.1% among 330,000; AID 652115, 2013; in the data active = inhibition above about 15%
Target sequence (Q9NXA8 whole entry, looked up): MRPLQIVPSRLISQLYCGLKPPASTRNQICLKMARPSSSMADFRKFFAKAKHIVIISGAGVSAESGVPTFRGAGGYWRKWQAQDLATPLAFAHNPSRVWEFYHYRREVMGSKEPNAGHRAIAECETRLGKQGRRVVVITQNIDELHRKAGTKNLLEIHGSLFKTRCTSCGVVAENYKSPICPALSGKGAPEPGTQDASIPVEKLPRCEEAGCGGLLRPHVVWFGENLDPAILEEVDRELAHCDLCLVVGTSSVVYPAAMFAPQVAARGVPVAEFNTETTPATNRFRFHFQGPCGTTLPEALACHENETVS
LGR2 inh: inhibitors of bursicon-induced LGR2 CRE-luciferase signal, primary screen, cell-based, HEK293, CRE-luciferase reporter, bursicon stimulation. Drosophila bursicon receptor LGR2 (rickets). bursicon-stimulated, 4 h. inhibition, % at 9.99 µM. hit rate 0.35% among 380,000;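 active = drop in luminescence signal, shown as inhibition above about 50% in the replicate tests, limit read from the data, passing the limit was not always enough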;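 note: agonist challenge used bursicon conditioned medium at about half maximal strength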
C2C12 statin: suppressors of statin myotoxicity in C2C12 myotubes, primary screen, cell-based, single point, plate reader; C2C12 myotubes + simvastatin, ATP luminescence, 48 h; scaled: DMSO 0, geranylgeraniol control 100; rescue of ATP level, % at 7.49 µM; hit rate 0.78% among 330,000; AID 602340, 2012;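 active = mean ATP rescue above about 67%, or every replicate alone reaching that limit, limit read from the data, passing the limit was not always enough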;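 note: myotubes were challenged with 10 µM simvastatin during compound exposure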
CASP6 VEID inh: human caspase-6 inhibitors, primary screen, biochemical, VEID-R110 fluorescence, single point, set 2. hit rate 0.53% among 350,000. P55212. inhibition, % at 12.5 µM. purified caspase-6, Z-VEID-R110 cleavage fluorescence;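 active = mean inhibition across replicates at least about 35%, with every replicate also reaching that limit, limit read from the data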;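 note: 0% = median of neutral control wells and 100% = no fluorescence left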
Target sequence (P55212 24-179 limits assumed): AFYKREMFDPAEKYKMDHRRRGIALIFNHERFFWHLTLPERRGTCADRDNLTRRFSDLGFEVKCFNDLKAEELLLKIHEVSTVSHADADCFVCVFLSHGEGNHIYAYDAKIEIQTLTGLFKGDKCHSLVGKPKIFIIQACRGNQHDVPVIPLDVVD
Target sequence (P55212 194-293 limits assumed): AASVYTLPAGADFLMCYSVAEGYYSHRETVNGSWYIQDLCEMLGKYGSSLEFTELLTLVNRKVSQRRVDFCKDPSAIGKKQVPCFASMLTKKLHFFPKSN
Active calls of the source: *; / = not tested or not shown; & = joins results of further samples.

SMILES | esBAF inh | S100A4 inh HTS | FN deposition inh | SIRT5 block | LGR2 inh | C2C12 statin | CASP6 VEID inh
Cc1ccc(CN(C)C[C@@H]2OCc3cn(nn3)CCCC(=O)N([C@@H](C)CO)C[C@H]2C)cc1 | -2 | / | -5 | / | 17 | 0 | /
CC(=O)Nc1ccc(Nc2nc(-c3sc(C)nc3C)cs2)cc1 | 15 | 0 | 1 | -5 | -12 | -11 | 7
Cc1onc(-c2ccccc2)c1C(=O)N/N=C/c1cc(Br)c(O)c(Br)c1 | -8 | 0 | / | 5 | -2 | -4 | 0
O=C(CN1C(=O)NC2(CCCC2)C1=O)Nc1ccccc1 | -1 | -3 | 3 | -5 | -12 | 8 | 4
CC(C)(C)c1cc(NCc2ccccn2)n2ncc(-c3ccccc3)c2n1 | / | -2 | 7 | -8 | / | / | 2
Cc1ccc(CNC(=O)CNC(=O)[C@@H]2Cc3ccccc3CN2)cc1 | 6 | 0 | -1 | 37* | -2 | 2 | -2
O=C(Nc1nn[nH]n1)c1ccc(S(=O)(=O)N2CCCCC2)cc1 | / | -8 | 4 | -1 | -3 | / | 5
C/C(=N\NC(=O)c1cccc(N/N=C(\C)c2ccco2)c1)c1ccco1 | / | -7 | 1 | 1 | 4 | / | -1
O=C(NCc1ccncc1)C(=O)NCC(c1ccccc1)c1ccccc1 | / | -10 | 0 | -4 | 0 | / | 2
CSc1ccccc1NC(=S)NCc1ccc(Cl)cc1 | 59* | -12 | 18 | 3 | -54 | 0 | 3
COc1ccc(S(=O)(=O)NC(C)C(=O)N2CCCC2)cc1Cl (stereo not given) | 10 | -5 | -1 | -1 | 5 | -1 | 1
C[C@H]1CN([C@@H](C)CO)C(=O)c2cc(NC(=O)Cc3ccccc3)ccc2O[C@H]1CN(C)Cc1ccc(C(=O)O)cc1 | 1 | -8 | -9 | -3 | -9 | 11 | 1
CC(=O)C1=CCC(c2ccc(F)cc2)N(S(=O)(=O)c2ccc(C)cc2)C1 (stereo not given) | 0&3 | 2&-1 | 2&-8 | 0&-5 | 6&15 | -6&-7 | 1&2
CCOc1ncccc1C(=O)OC(C)C(=O)Nc1ccc(N2CCOCC2)cc1 (stereo not given) | -15 | -2 | 10 | 2 | 1 | 3 | 35*
C[C@@H]1CN([C@H](C)CO)C(=O)c2cc(C#C[C@@H](C)O)cnc2O[C@H]1CN(C)Cc1cccc(C(=O)O)c1 | -3 | -2 | / | -2 | 11 | 13 | -1
CCc1ccccc1N1CSC2=C(C#N)C(c3ccccc3F)CC(=O)N2C1 (stereo not given) | -1 | -3 | -5 | -2 | -12 | -7 | -1
O=C(NNC(=O)c1c(O)c2ccccc2[nH]c1=O)c1ccccc1 | 21 | -2 | 10 | 0 | -7 | 7 | 0
O=C1c2ccccc2NC(c2ccc(F)cc2)N1Cc1ccco1 (stereo not given) | 0 | / | -2 | / | / | 20 | /
CN1c2ccc(-c3cccc(C#N)c3)cc2[C@@H]2[C@@H](CCN2C(=O)c2ccc(F)cc2)[C@@H]1CO | 2 | 8 | -9 | 5 | -9 | 32 | -2
COc1ccc(C)cc1-n1nnnc1SCc1csc(C)n1 | 23 | / | -18 | / | / | 0 | /
Cn1nc(C(C)(C)C)cc1C(=O)N1CCCCC1c1cc(C(=O)NCc2ccc(F)cc2)no1 (stereo not given) | -19 | -6 | -6 | / | 15 | 6 | -1
CCN(CC)S(=O)(=O)c1cccc(NC(=O)CCNC(=O)c2ccccc2Cl)c1 | -6 | 2 | 4 | -4 | 0 | -7 | 0
CCN(Cc1nc2cc(Cl)ccc2c(=O)[nH]1)C(=O)c1nn(C)c(=O)c2ccccc12 | 0 | -12 | -1 | 1 | 8 | -2 | -2
COc1ccc(/C=N/Nc2nc(C)cc(=O)[nH]2)cc1OC | -3 | -2 | -1 | 2 | 5 | 3 | -1
CO[C@H]1CN(C)C(=O)c2ccc(NC(C)=O)cc2OC[C@@H](C)N(Cc2ccncc2)C[C@@H]1C | 1 | -7 | -8 | 0 | 17 | -8 | -10
CC(C)n1cnc2cc(NC(=O)c3ccco3)ccc21 | 17 | -2 | -4 | -3 | -29 | 10 | 3
Cc1ccccc1C(=O)Nc1ccnn1C1CCN(Cc2cccnc2)CC1 | -8 | -6 | 6 | -3 | 1 | 5 | -8
O=S(=O)(c1ccccc1)N(Cc1cccc(F)c1)c1ccccc1 | -6 | 0 | -6 | -2 | / | -4 | 0
COc1ccc(S(=O)(=O)c2ccccc2)cc1NS(=O)(=O)c1cccc(C(=O)O)c1 | -4 | -4 | -2 | 0 | -7 | 13 | 4
CN(C)CCCNC(=O)C[C@H]1CC[C@H]2[C@H](COc3ccc(NC(=O)C4CCC4)cc3C(=O)N2C)O1 | 1 | 2 | 4 | -6 | 12 | -25 | -66
O=C(Nc1nc(-c2ccccc2)cs1)c1ccc(Br)o1 | 22 | / | / | / | -47 | 8 | /
CCCCNC(=O)C1(C)CCN1C(=O)c1ccc(OC)c(F)c1 (stereo not given) | 1 | 1 | 1 | 2 | 23 | -1 | 1
Cc1ccc(OCC(=O)NC2CCS(=O)(=O)C2)c([N+](=O)[O-])n1 (stereo not given) | -3 | -3 | -1 | -6 | 3 | 7 | 6
COCCNC(=O)Cn1cc(C(=S)N2CCOCC2)c2ccccc21 | -5 | 0 | / | 15 | 11 | 9 | 1
CC(C)(C)c1ccc(NC(=O)CSc2nnc(-c3n[nH]c4ccccc34)o2)cc1 | / | -5 | 1 | -9 | 8 | / | -1
OC[C@@H]1CN(Cc2ccc(-c3ccccc3)cc2)C[C@H](n2cnc3c(NCc4ccncc4)ncnc32)O1 | -4 | -2 | 9 | -1 | 12 | -3 | 1
CCC(=O)NC[C@H]1[C@@H](c2ccccc2)[C@H](CO)N1C(=O)C1CCC1 | -8 | 2 | / | 20* | -4 | 4 | -2
CCN(CC(=O)Nc1ccc(NC(C)=O)cc1)CC(=O)Nc1ccc(Cl)c(Cl)c1 | -15 | 2 | 4 | -7 | 7 | 6 | -2
COc1ccc(S(=O)(=O)N(C)C[C@H]2OCCCC[C@H](C)Oc3ccc(NC(=O)Nc4ccc(F)cc4)cc3C(=O)N([C@H](C)CO)C[C@@H]2C)cc1 | 2 | -19 | -17 | 17* | -6 | 2 | 3
C[C@H]1CN([C@@H](C)CO)C(=O)c2cc(NC(=O)CCN3CCOCC3)ccc2O[C@@H]1CN(C)S(=O)(=O)c1cccs1 | -1 | 2 | -6 | 0 | -11 | -2 | -2
Cc1c(C)c2c(OCC(=O)NCc3ccccn3)cc3c(c2oc1=O)CCC(C)(C)O3 | 7 | -8 | / | / | 5 | 7 | 4
CC1=C(c2ccc(C(C)C)cc2)S(=O)(=O)N=C1N1CCN(C(=O)c2ccco2)CC1 | 6 | -1 | -1 | -2 | 0 | -77 | 0
O=C(CSc1ccc(F)cc1)N1CCC(c2nc3ccccc3s2)CC1 | 3 | / | / | / | 12 | 31 | /
C[C@@H]1CN([C@H](C)CO)C(=O)c2cccc(NC(=O)Nc3ccc(C(F)(F)F)cc3)c2O[C@H]1CN(C)CC1CCCCC1 | 4 | -4 | / | -1 | -1 | -39 | -1
COc1ccc2cc1Oc1ccc(cc1)C[C@H]1c3cc(c(OC)cc3CCN1C)Oc1c(OC)c(OC)cc3c1[C@@H](C2)N(C)CC3 | -2 | -7 | -4 | / | -10 | -16 | 2
Cc1cccnc1NC(=O)NC(=O)c1ccc(C(C)(C)C)s1 | 9 | -11 | -1 | -10 | -7 | -7 | 0
CC(=O)Nc1cccc(OC(=O)c2ccoc2C)c1 | -4 | / | -7 | / | / | 6 | /
O=C(NCCc1ccccc1)C(=O)NCC1OCCN1S(=O)(=O)c1ccc2c(c1)OCCO2 (stereo not given) | 3 | -1 | / | 0 | 7 | 1 | -1
C[C@H](CO)N1C[C@H](C)[C@H](CN(C)C(=O)NC2CCCCC2)Oc2ccc(NC(=O)CCN3CCOCC3)cc2C1=O | -1 | -4 | / | -3 | -14 | -4 | 0
O=C1CCC(C(=O)N2CCN(c3ccccc3Cl)CC2)CN1CC1CCCCC1 (stereo not given) | 3 | -1 | 7 | -1 | -9 | 9 | 4

Next compounds:
SMILES | esBAF inh | S100A4 inh HTS | FN deposition inh | SIRT5 block | LGR2 inh | C2C12 statin | CASP6 VEID inh
Cc1ccc(N2CC(C(=O)Nc3nnc(SCC(=O)NCC4CCCO4)s3)CC2=O)cc1C (stereo not given) | 4 | 2 | / | 2 | -4 | 7 | 8
O=C(Nc1nc2cc3c(cc2s1)OCCO3)C1=COCCO1 | -85 | 9 | 0 | 10 | 100* | -67 | 1
Cc1cc(C)n2nc(SCC(=O)c3ccccc3)nc2n1 | -4 | 8 | / | -4 | -10 | -4 | 0
COc1ccc(/C=C/C(=O)NCC(=O)n2nc(C)cc2C)cc1 | / | 0 | -2 | -3 | -12 | / | -4
O=C(CCCCCCC(=O)Nc1ccccc1)NO | -43 | -3 | 3 | / | -17 | -101 | -1
CCCC(=O)Nc1ccc2c(c1)OC[C@@H](C)N(CCC(F)(F)F)C[C@H](C)[C@@H](OC)CN(C)C2=O | 5 | 3 | 9 | 0 | 1 | 1 | -1
O=S(=O)(c1cccc(NC(=S)N2CCN(c3cccc(Cl)c3)CC2)c1)C(F)F | 5 | -1 | -5 | -2 | 14 | -4 | 0
CCc1ccc(-c2cc(C)no2)cc1S(=O)(=O)N1CC(=O)Nc2ccccc21 | -3 | 6 | 10 | -2 | 1 | 6 | 8
Nc1cc2ccccc2cc1NS(=O)(=O)N1CCCCC1 | / | 26 | 1 | / | 3 | / | -2
COc1cc(NC(=O)c2nn(C)c3c2CS(=O)(=O)c2ccccc2-3)cc(OC)c1 | -5 | -4 | 1 | -1 | 2 | -30 | -2

A draw from above in order of length of the SMILES, largest number first:
SMILES | esBAF inh | S100A4 inh HTS | FN deposition inh | SIRT5 block | LGR2 inh | C2C12 statin | CASP6 VEID inh
C[C@H](CO)N1C[C@H](C)[C@H](CN(C)C(=O)NC2CCCCC2)Oc2ccc(NC(=O)CCN3CCOCC3)cc2C1=O | -1 | -4 | / | -3 | -14 | -4 | 0
CCCC(=O)Nc1ccc2c(c1)OC[C@@H](C)N(CCC(F)(F)F)C[C@H](C)[C@@H](OC)CN(C)C2=O | 5 | 3 | 9 | 0 | 1 | 1 | -1
Cc1ccc(N2CC(C(=O)Nc3nnc(SCC(=O)NCC4CCCO4)s3)CC2=O)cc1C (stereo not given) | 4 | 2 | / | 2 | -4 | 7 | 8
COc1cc(NC(=O)c2nn(C)c3c2CS(=O)(=O)c2ccccc2-3)cc(OC)c1 | -5 | -4 | 1 | -1 | 2 | -30 | -2
O=S(=O)(c1cccc(NC(=S)N2CCN(c3cccc(Cl)c3)CC2)c1)C(F)F | 5 | -1 | -5 | -2 | 14 | -4 | 0
O=C1CCC(C(=O)N2CCN(c3ccccc3Cl)CC2)CN1CC1CCCCC1 (stereo not given) | 3 | -1 | 7 | -1 | -9 | 9 | 4
COc1ccc(/C=C/C(=O)NCC(=O)n2nc(C)cc2C)cc1 | / | 0 | -2 | -3 | -12 | / | -4
Cc1cc(C)n2nc(SCC(=O)c3ccccc3)nc2n1 | -4 | 8 | / | -4 | -10 | -4 | 0
Nc1cc2ccccc2cc1NS(=O)(=O)N1CCCCC1 | / | 26 | 1 | / | 3 | / | -2
O=C(CCCCCCC(=O)Nc1ccccc1)NO | -43 | -3 | 3 | / | -17 | -101 | -1

Not all compounds are listed (hit frequency here may not be typical).
